Bioassay records: PubChem BioAssay, several laboratories
MT1-MMP act inh: blocks activation of human MT1-MMP. actives 0.061% (n = 360,000). P50281. GFP/RFP ratio change, % at 20 µM. HT1080 RFP-PRO-GFP cells, GFP/RFP ratio fluorescence, overnight; percent of plate control window, DMSO zero;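 active = GFP/RFP ratio change of at least 30% with cell ATP level not reduced by more than half and red fluorescence within 50% of control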; note: strong numbers were not always called active
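Test system: HT1080 cells expressing an RFP-PRO-GFP fluorescent reporter construct / Compound dosing: single-point 20 µM compound, 1% DMSO / Schedule: cells overnight before dosing, compound overnight, 37 °C, 5% CO2 / Evaluation: GFP/RFP fluorescence ratio / Control set: DMSO and RFP-L50D-GFP cell wells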
Rin1-Abl PPI inh: blocks binding of human Rin1 to Abl; inhibition, % at 7.35 µM; P00519+Q13671; AID 588664; TR-FRET Rin1/Abl binding, biochemical; actives 0.4% (n = 360,000); in the data active = inhibition above about 5%, passing the limit was not always enough
Target sequence (P00519 whole entry, looked up): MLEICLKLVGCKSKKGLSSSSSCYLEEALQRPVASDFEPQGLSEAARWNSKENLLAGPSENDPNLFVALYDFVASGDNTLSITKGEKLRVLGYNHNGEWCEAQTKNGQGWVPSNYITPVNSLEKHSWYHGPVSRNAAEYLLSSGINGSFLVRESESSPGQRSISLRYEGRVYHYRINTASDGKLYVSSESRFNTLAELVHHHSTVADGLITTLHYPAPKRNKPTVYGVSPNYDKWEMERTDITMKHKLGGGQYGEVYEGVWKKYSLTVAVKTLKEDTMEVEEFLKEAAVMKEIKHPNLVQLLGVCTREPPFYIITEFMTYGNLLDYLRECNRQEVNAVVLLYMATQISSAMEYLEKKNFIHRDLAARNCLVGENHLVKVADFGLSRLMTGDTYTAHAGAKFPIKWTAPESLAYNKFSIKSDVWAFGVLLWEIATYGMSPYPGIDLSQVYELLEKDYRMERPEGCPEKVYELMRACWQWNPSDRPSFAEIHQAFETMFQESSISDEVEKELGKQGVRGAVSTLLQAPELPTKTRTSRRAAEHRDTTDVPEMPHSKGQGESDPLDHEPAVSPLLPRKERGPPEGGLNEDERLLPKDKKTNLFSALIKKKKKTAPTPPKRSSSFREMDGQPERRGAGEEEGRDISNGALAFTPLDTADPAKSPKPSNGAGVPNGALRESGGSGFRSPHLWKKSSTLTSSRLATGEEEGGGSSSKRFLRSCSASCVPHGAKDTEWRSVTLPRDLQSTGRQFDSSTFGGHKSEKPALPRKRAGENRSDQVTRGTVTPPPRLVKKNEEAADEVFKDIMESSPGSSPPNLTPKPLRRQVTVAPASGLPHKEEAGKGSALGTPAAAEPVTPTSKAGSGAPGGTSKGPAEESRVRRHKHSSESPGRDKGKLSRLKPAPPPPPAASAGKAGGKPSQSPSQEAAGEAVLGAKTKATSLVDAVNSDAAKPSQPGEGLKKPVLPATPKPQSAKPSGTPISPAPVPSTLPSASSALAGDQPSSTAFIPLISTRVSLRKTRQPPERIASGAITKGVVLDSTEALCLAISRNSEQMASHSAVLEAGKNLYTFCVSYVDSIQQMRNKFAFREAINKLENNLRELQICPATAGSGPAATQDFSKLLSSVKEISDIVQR
Target sequence (Q13671 whole entry, looked up): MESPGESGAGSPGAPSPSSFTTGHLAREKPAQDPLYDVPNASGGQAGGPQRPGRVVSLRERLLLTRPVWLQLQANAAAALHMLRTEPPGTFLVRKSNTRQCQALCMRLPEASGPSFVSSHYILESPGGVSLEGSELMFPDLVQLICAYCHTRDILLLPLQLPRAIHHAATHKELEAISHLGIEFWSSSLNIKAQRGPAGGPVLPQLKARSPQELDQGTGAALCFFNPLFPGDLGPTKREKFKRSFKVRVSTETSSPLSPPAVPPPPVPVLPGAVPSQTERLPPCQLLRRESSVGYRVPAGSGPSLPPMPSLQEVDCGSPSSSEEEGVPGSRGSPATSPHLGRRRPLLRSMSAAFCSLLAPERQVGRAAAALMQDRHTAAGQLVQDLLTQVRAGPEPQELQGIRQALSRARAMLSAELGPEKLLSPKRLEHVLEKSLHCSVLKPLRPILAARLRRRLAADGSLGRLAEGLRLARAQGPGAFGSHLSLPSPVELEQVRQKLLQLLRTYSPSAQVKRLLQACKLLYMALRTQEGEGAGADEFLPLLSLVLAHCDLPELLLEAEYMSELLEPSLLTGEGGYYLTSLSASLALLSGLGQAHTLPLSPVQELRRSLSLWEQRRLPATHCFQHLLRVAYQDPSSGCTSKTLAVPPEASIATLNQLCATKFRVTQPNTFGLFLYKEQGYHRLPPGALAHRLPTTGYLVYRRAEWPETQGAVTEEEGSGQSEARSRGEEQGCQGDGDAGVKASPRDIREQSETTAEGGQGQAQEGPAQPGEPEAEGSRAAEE
Neddylation inh: inhibitors of human cullin neddylation | actives 0.58% (n = 360,000) | calls only at 25 µM | P61081+Q13564 | TR-FRET cullin neddylation, biochemical; in the data active = inhibition above about 36%
Rpn11 inh: inhibitors of human proteasome Rpn11. O00487. actives 0.59% (n = 360,000). calls only at 20 µM. human 26S proteasome, Ub4-pepOG fluorescence polarization; 20S core pre-blocked with epoxomicin;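 active = inhibition at 20 µM, scaled to each plate's controls, above about 33%, limit read from the data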
NadD inh: NadD (S. aureus) enzyme inhibition; inhibition, % at 20 µM; AID 602399; purified NadD enzyme, colorimetric absorbance read-out; actives 0.78% (n = 360,000); in the data active = inhibition above about 26%; note: some compounds past the cut are filed as inactive
PABP1 MLLE inh: inhibitors of microRNA-mediated deadenylation, human PABP1 MLLE binding. P11940. GST-MLLE / FITC-PAM2 fluorescence polarization. inhibition, % at 20 µM. actives 0.36% (n = 360,000). AID 588489; in the data active = inhibition above about 35%, passing the limit was not always enough;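 note: plate controls were DMSO wells with GST-MLLE for no effect and wells lacking GST-MLLE protein for full effect; some results filed as inactive read as strong as hits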
SKN-1 inh: inhibitors of C. elegans SKN-1; C. elegans VP596 Pgst-4::GFP/RFP ratio, acrylamide-induced, 24 h; inhibition, % at 21.8 µM; actives 0.49% (n = 360,000); AID 624304;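 active = interference check ratio from 0.5 to 1.5 plus GFP to RFP signal ratio inhibition reaching or exceeding a fixed threshold, cut at about 30% in these data, passing the limit was not always enough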; note: some compounds called inactive have numbers as strong as hits
CSN inh: inhibitors of human CSN-mediated cullin deneddylation | Q92905 | Purified CSN, SCF-Nedd8-OG deneddylation, fluorescence polarization | inhibition, % at 12.5 µM | actives 0.38% (n = 360,000) | AID 651999;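 active = pattern-corrected inhibition above about 35%, with an unprinted fluorescence ratio check between 0.5 and 1.5, limit read from the data, passing the limit was not always enough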;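 note: 0% = enzyme with substrate and 100% = substrate without enzyme; some results filed as inactive read as strong as hits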
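Detection – fluorescence polarization · System – HEK293T-derived human Csn5 enzyme · Controls – substrate-only high control, full reaction low control · Timing – 90 min, room temperature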
FAS TE block: FAS thioesterase (human) inhibition | P49327 | recombinant FAS-TE, OMFH fluorogenic substrate, fluorescence endpoint | inhibition, % at 15 µM | actives 0.67% (n = 360,000) | AID 602261;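 active = compounds whose normalised, plate-corrected inhibition of enzyme fluorescence in the single-dose primary screen is 50% or more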;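 note: 0% = DMSO with enzyme and 100% = substrate without enzyme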
* = called active by the depositor.

What do the screens show for `CCn1c(NCc2cc(OC)c(OC)c(OC)c2)nc2ccccc21`?
MT1-MMP act inh: 3; Rin1-Abl PPI inh: 2; Neddylation inh: inactive; Rpn11 inh: inactive; NadD inh: -10; PABP1 MLLE inh: 12; SKN-1 inh: 9; CSN inh: 0; FAS TE block: -5

How did O=c1[nH]c(C2CCN(S(=O)(=O)Cc3ccccc3)CC2)nc2c1nnn2Cc1ccccc1Cl do in these assays?
MT1-MMP act inh: 0; Rin1-Abl PPI inh: 5; Neddylation inh: inactive; Rpn11 inh: inactive; NadD inh: -7; PABP1 MLLE inh: -4; SKN-1 inh: 20; CSN inh: 0; FAS TE block: 11

How did CCN(Cc1ccncc1)C(=O)c1ccccc1NS(=O)(=O)c1ccc(Br)cc1 do in these assays?
MT1-MMP act inh: 1; Rin1-Abl PPI inh: -4; Neddylation inh: inactive; Rpn11 inh: inactive; NadD inh: -4; PABP1 MLLE inh: 12; SKN-1 inh: 10; CSN inh: 3; FAS TE block: -2

What do the screens show for `CC(=O)C[C@H]1c2cc(C(F)(F)F)ccc2S(=O)(=O)N1C1CCCC1`?
MT1-MMP act inh: 4; Rin1-Abl PPI inh: 2; Neddylation inh: inactive; Rpn11 inh: inactive; NadD inh: -4; PABP1 MLLE inh: -1; SKN-1 inh: 9; CSN inh: 0; FAS TE block: -7

How did CN1CCC(NC(=O)Nc2ccc(Br)cc2)CC1 do in these assays?
MT1-MMP act inh: 4; Rin1-Abl PPI inh: 1; Neddylation inh: inactive; Rpn11 inh: inactive; NadD inh: -6; PABP1 MLLE inh: -1; SKN-1 inh: -12; CSN inh: -1; FAS TE block: -3

What do the screens show for `NS(=O)(=O)c1ccc(CCNC(=O)CN2CCC(Cc3ccccc3)CC2)cc1`?
MT1-MMP act inh: -5; Rin1-Abl PPI inh: -1; Neddylation inh: inactive; Rpn11 inh: inactive; NadD inh: -9; PABP1 MLLE inh: -9; SKN-1 inh: -1; CSN inh: 0; FAS TE block: 0

Results for O=C(COC(=O)c1ccccc1C(=O)c1ccc(Cl)cc1)NCCc1ccccc1 ?
MT1-MMP act inh: -4; Rin1-Abl PPI inh: 4; Neddylation inh: inactive; Rpn11 inh: inactive; NadD inh: -4; PABP1 MLLE inh: 5; SKN-1 inh: -3; CSN inh: 0; FAS TE block: 12

Results for N#Cc1ccc(CO/N=C/c2ccccc2)cc1 ?
MT1-MMP act inh: -3; Rin1-Abl PPI inh: 3; Neddylation inh: inactive; Rpn11 inh: inactive; NadD inh: -3; PABP1 MLLE inh: 8; SKN-1 inh: 5; CSN inh: -5; FAS TE block: -2

Results for Cc1cccc(C(=O)NC2CCN(CC(=O)Nc3cccc(Cl)c3)CC2)c1 ?
MT1-MMP act inh: 1; Rin1-Abl PPI inh: 2; Neddylation inh: inactive; Rpn11 inh: inactive; NadD inh: -4; PABP1 MLLE inh: 7; SKN-1 inh: 16; CSN inh: -7; FAS TE block: -5

How did Cc1occc1C(=O)NNC(=O)Nc1ccc(Cl)c(Cl)c1 do in these assays?
MT1-MMP act inh: -5; Rin1-Abl PPI inh: 1; Neddylation inh: inactive; Rpn11 inh: inactive; NadD inh: 1; PABP1 MLLE inh: 2; SKN-1 inh: -9; CSN inh: -4; FAS TE block: 7

How did CC(C)(C)C(=O)O/N=C1\CCS(=O)(=O)c2sccc21 do in these assays?
MT1-MMP act inh: -2; Rin1-Abl PPI inh: 1; Neddylation inh: inactive; Rpn11 inh: inactive; NadD inh: -3; PABP1 MLLE inh: -2; SKN-1 inh: 4; CSN inh: 9; FAS TE block: -1

Results for CC1CCCCN1S(=O)(=O)c1ccc(-n2cnnn2)cc1 (stereo not given) ?
MT1-MMP act inh: 3; Rin1-Abl PPI inh: -2; Neddylation inh: inactive; Rpn11 inh: inactive; NadD inh: 3; PABP1 MLLE inh: -2; SKN-1 inh: 2; CSN inh: -4; FAS TE block: -2

Results for CC(C(=O)Nc1cc([N+](=O)[O-])ccc1Cl)N1CCN(c2ccccc2)CC1 (stereo not given) ?
MT1-MMP act inh: 1; Rin1-Abl PPI inh: 1; Neddylation inh: inactive; Rpn11 inh: inactive; NadD inh: -4; PABP1 MLLE inh: -1; SKN-1 inh: -2; CSN inh: -2; FAS TE block: -3

Results for Cc1oc(-c2ccccc2)nc1C(=O)N1CCN(c2ccc(F)cc2)CC1 ?
MT1-MMP act inh: 5; Rin1-Abl PPI inh: -3; Neddylation inh: inactive; Rpn11 inh: inactive; NadD inh: -1; PABP1 MLLE inh: 10; SKN-1 inh: 11; CSN inh: -3; FAS TE block: 12

Results for N=C1SC(CC(=O)Nc2ccc([N+](=O)[O-])cc2)C(=O)N1c1ccccc1 (stereo not given) ?
MT1-MMP act inh: -1; Rin1-Abl PPI inh: 0; Neddylation inh: inactive; Rpn11 inh: inactive; NadD inh: -4; PABP1 MLLE inh: 11; SKN-1 inh: -5; CSN inh: -1; FAS TE block: 17

How did Cc1cc2ccccc2c(=O)n1CC(=O)NCC(=O)N(C)C1CCCCC1 do in these assays?
MT1-MMP act inh: -3; Rin1-Abl PPI inh: 1; Neddylation inh: inactive; Rpn11 inh: inactive; NadD inh: -4; PABP1 MLLE inh: 3; SKN-1 inh: 3; CSN inh: -2; FAS TE block: -1

What do the screens show for `CC(C)C[C@@H](CN)NC(=O)c1nc[nH]c1C(=O)N[C@@H](C)C(=O)CNC[C@H](CC(C)C)NC(=O)c1nc[nH]c1C(=O)N[C@@H](CC(=O)O)C(=O)O`?
MT1-MMP act inh: 1; Rin1-Abl PPI inh: 1; Neddylation inh: inactive; Rpn11 inh: inactive; NadD inh: 12; PABP1 MLLE inh: 5; SKN-1 inh: 7; CSN inh: 6; FAS TE block: -6

What do the screens show for `Cc1ccc(S(=O)(=O)N/N=C/c2cccc(OC3CSC3)c2)cc1`?
MT1-MMP act inh: -8; Rin1-Abl PPI inh: -2; Neddylation inh: inactive; Rpn11 inh: inactive; NadD inh: -8; PABP1 MLLE inh: -30; SKN-1 inh: 12; CSN inh: -8; FAS TE block: 2

Results for COC(=O)c1nc(NC(=O)c2ccc(F)cc2)n[nH]1 ?
MT1-MMP act inh: -1; Rin1-Abl PPI inh: -3; Neddylation inh: inactive; Rpn11 inh: inactive; NadD inh: -2; PABP1 MLLE inh: -5; SKN-1 inh: 6; CSN inh: 2; FAS TE block: 32

What do the screens show for `O=C(CSc1nnc(-c2ccco2)o1)NCC(=O)c1ccccc1`?
MT1-MMP act inh: -5; Rin1-Abl PPI inh: 3; Neddylation inh: inactive; Rpn11 inh: inactive; NadD inh: 2; PABP1 MLLE inh: -16; SKN-1 inh: -1; CSN inh: -1; FAS TE block: -8

Fetched one by one from above (2):
What do the screens show for `Cc1ccc(S(=O)(=O)N/N=C/c2cccc(OC3CSC3)c2)cc1`?
MT1-MMP act inh: -8; Rin1-Abl PPI inh: -2; Neddylation inh: inactive; Rpn11 inh: inactive; NadD inh: -8; PABP1 MLLE inh: -30; SKN-1 inh: 12; CSN inh: -8; FAS TE block: 2

Results for Cc1oc(-c2ccccc2)nc1C(=O)N1CCN(c2ccc(F)cc2)CC1 ?
MT1-MMP act inh: 5; Rin1-Abl PPI inh: -3; Neddylation inh: inactive; Rpn11 inh: inactive; NadD inh: -1; PABP1 MLLE inh: 10; SKN-1 inh: 11; CSN inh: -3; FAS TE block: 12

Next compounds follow:
Results for C[C@@H](O)CC#Cc1ccc2oc(=O)c(-n3cc(-c4ccsc4)nn3)cc2c1 ?
MT1-MMP act inh: 1; Rin1-Abl PPI inh: 2; Neddylation inh: inactive; Rpn11 inh: inactive; NadD inh: 1; PABP1 MLLE inh: -1; SKN-1 inh: -8; CSN inh: -2; FAS TE block: -3

What do the screens show for `O=C(N/N=C/c1cccnc1)C1CCCN(S(=O)(=O)c2ccccc2)C1` (stereo not given)?
MT1-MMP act inh: 1; Rin1-Abl PPI inh: -4; Neddylation inh: inactive; Rpn11 inh: inactive; NadD inh: -1; PABP1 MLLE inh: 0; SKN-1 inh: -3; CSN inh: -3; FAS TE block: -4

What do the screens show for `CCCCn1nnnc1SCC(=O)Nc1ccc(C)cc1`?
MT1-MMP act inh: 5; Rin1-Abl PPI inh: 0; Neddylation inh: inactive; Rpn11 inh: inactive; NadD inh: 6; PABP1 MLLE inh: -14; SKN-1 inh: 11; CSN inh: 1; FAS TE block: 0

Results for CCN(C(=O)COC(=O)c1c2c(nc3ccccc13)CCC2)c1c(N)n(Cc2ccccc2)c(=O)[nH]c1=O ?
MT1-MMP act inh: -10; Rin1-Abl PPI inh: 0; Neddylation inh: inactive; Rpn11 inh: inactive; NadD inh: 4; PABP1 MLLE inh: -19; SKN-1 inh: -3; CSN inh: -4; FAS TE block: -6

How did CCOC(=O)Nc1nnc(CCc2ccccc2)s1 do in these assays?
MT1-MMP act inh: -11; Rin1-Abl PPI inh: 1; Neddylation inh: inactive; Rpn11 inh: inactive; NadD inh: 7; PABP1 MLLE inh: -37; SKN-1 inh: 15; CSN inh: 4; FAS TE block: -5

What do the screens show for `Cc1ccccc1CS(=O)(=O)c1ccc(C(=O)N2CCOCC2)cc1[N+](=O)[O-]`?
MT1-MMP act inh: -16; Rin1-Abl PPI inh: -3; Neddylation inh: inactive; Rpn11 inh: inactive; NadD inh: -1; PABP1 MLLE inh: -4; SKN-1 inh: 3; CSN inh: 5; FAS TE block: -2

What do the screens show for `Cc1cccc2cc3c(NC(=O)C(C)C)nn(C)c3nc12`?
MT1-MMP act inh: -1; Rin1-Abl PPI inh: -4; Rpn11 inh: inactive; NadD inh: -5; PABP1 MLLE inh: 9; SKN-1 inh: 6; CSN inh: 0; FAS TE block: 3

What do the screens show for `Cc1ccc(S(=O)(=O)N2CCCN(C(C)c3nc4ccccc4c(=O)[nH]3)CC2)cc1` (stereo not given)?
MT1-MMP act inh: -2; Rin1-Abl PPI inh: 2; Neddylation inh: inactive; Rpn11 inh: inactive; NadD inh: 0; PABP1 MLLE inh: 10; SKN-1 inh: 2; CSN inh: -1; FAS TE block: 4

How did Cc1cc(C)nc(NS(=O)(=O)c2cccs2)c1 do in these assays?
MT1-MMP act inh: 5; Rin1-Abl PPI inh: 0; Neddylation inh: inactive; Rpn11 inh: inactive; NadD inh: -5; PABP1 MLLE inh: 0; SKN-1 inh: -2; CSN inh: -12; FAS TE block: -9

What do the screens show for `c1ccc(-c2ncc(CN3CCN(c4ccccn4)CC3)[nH]2)cc1`?
MT1-MMP act inh: 0; Rin1-Abl PPI inh: 2; Neddylation inh: inactive; Rpn11 inh: inactive; NadD inh: -7; PABP1 MLLE inh: -15; SKN-1 inh: -6; CSN inh: -1; FAS TE block: 4

What do the screens show for `Cc1ccc(Cl)cc1N1CCN(Cc2nnnn2C2CCCCC2)CC1`?
MT1-MMP act inh: -4; Rin1-Abl PPI inh: -1; Neddylation inh: inactive; Rpn11 inh: inactive; NadD inh: 1; PABP1 MLLE inh: 6; SKN-1 inh: 13; CSN inh: -1; FAS TE block: 16

Results for O=Cc1ccc(OCc2cn3ccccc3n2)cc1 ?
MT1-MMP act inh: -1; Rin1-Abl PPI inh: 4; Neddylation inh: inactive; Rpn11 inh: inactive; NadD inh: 7; PABP1 MLLE inh: -6; SKN-1 inh: 1; CSN inh: -1; FAS TE block: -5

How did CCn1nnc(NC(=O)c2cccc(-c3cc4ccccc4oc3=O)c2)n1 do in these assays?
MT1-MMP act inh: -3; Rin1-Abl PPI inh: -2; Neddylation inh: inactive; Rpn11 inh: inactive; NadD inh: -1; PABP1 MLLE inh: -2; SKN-1 inh: -3; CSN inh: -2; FAS TE block: -3

Results for COC(=O)C(C)Sc1nnc(-c2ccncc2)o1 (stereo not given) ?
MT1-MMP act inh: 1; Rin1-Abl PPI inh: -2; Neddylation inh: inactive; Rpn11 inh: inactive; NadD inh: 2; PABP1 MLLE inh: 2; SKN-1 inh: 12; CSN inh: -3; FAS TE block: -6
